# Bioassay records (PubChem)
# EphB4 antag: blocks human EphB4 binding to ephrin-B2 | actives 0.15% (n = 97,000) | AID 720 | inhibition, % at 7 µM | EphB4 LBD / TNYL-RAW-Alexa532 peptide, fluorescence polarization | P54760;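 active = inhibition above the screen-wide mean inhibition plus 3 SD, cut at about 15% in these data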;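 note: 0% = DMSO wells and 100% = excess unlabeled TNYL-RAW peptide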
# PTPN22 act: activators of human LYP (PTPN22) phosphatase; AID 697; actives 0.11% (n = 96,000); recombinant LYP, DiFMUP fluorescence; 0 = plate median, 100 = signal doubled; activation, % at 2 µM;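 active = activation at 2 µM above a set limit, the mean plus 5 SD, cut at about 37% in these data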
# Plk1 PBD FP: Plk1 (human) PBD binding inhibition. Plk1 PBD phosphopeptide binding, fluorescence polarization. P53350. actives 0.13% (n = 97,000). inhibition, %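 (tested at about 20 µM)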. AID 693; in the data active = inhibition above about 34%, passing the limit was not always enough
# Target sequence (P53350 whole entry, looked up): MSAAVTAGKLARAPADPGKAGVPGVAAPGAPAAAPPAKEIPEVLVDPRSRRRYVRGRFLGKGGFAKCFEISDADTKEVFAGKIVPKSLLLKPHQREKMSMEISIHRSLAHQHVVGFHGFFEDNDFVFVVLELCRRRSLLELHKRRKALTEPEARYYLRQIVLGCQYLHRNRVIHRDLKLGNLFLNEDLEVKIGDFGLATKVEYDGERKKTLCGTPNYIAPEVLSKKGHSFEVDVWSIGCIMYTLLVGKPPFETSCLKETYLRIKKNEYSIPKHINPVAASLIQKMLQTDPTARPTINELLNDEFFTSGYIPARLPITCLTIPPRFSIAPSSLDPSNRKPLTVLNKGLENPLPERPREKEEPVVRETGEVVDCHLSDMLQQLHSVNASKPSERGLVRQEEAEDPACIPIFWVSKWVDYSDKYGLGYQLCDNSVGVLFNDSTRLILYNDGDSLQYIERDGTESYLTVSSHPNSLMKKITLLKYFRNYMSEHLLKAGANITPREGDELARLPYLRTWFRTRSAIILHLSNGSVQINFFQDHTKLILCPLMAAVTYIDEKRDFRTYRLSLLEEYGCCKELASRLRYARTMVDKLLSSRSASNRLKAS
# PLK1 inh: inhibitors of human PLK1 kinase; inhibition, % at 10 µM; actives 0.53% (n = 97,000); recombinant PLK1 kinase, TR-FRET peptide phosphorylation; P53350;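 active = inhibition of 50% or more in the single-concentration screen; inactive = inhibition below 50%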;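 note: 0% = DMSO max control and 100% = H-89 dihydrochloride min control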
# CYP2C9 activ: activators of human CYP2C9. recombinant CYP2C9, luciferin-H conversion, luminescence; hits give high values; factor 1 = untreated enzyme, 0 = blocked. activation factor at 5 µM. P11712. actives 1.4% (n = 96,000);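 active = activation factor of 2 or more for CYP2C9 at a 5 µM dose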;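 note: 0 = sulfaphenazole-blocked wells and 1 = vehicle-only wells; values of inactives mirror those of a sister screen read the other way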
# CYP2C9 inh: inhibitors of human CYP2C9; AID 777; inhibition, % at 5 µM; actives 20% (n = 96,000); P11712; CYP2C9 Supersomes, luciferin-H conversion, luminescence;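 active = blocking of liver enzyme CYP2C9 beyond about 50% at 5 µM, limit read from the data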; note: values of inactives mirror those of a sister screen read the other way
# HIV Rev-RRE inh: HIV Rev-RRE protein-RNA interaction inhibition; P05866; Rev peptide-RRE RNA binding, FRET; inhibition, % at 8 µM; actives 0.79% (n = 97,000);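 active = inhibition above the screen-wide mean plus 3 SD, cut at about 35% in these data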;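 note: 0% = median DMSO wells and 100% = median Neomycin B control wells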
# Target sequence (P05866 whole entry, looked up): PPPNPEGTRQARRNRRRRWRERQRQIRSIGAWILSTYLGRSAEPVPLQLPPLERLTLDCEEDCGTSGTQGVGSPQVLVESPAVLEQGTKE
#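 Assay system: Labelled RRE RNA duplex and labelled Rev peptide | Times: 5 min preincubation and 15 min binding, 25 °C | Detection: FRET, ex 480 nm, em 540 and 671 nm | Evaluation: % inhibition of FRET ratio versus controls | Benchmarks: DMSO wells as 0% and neomycin B wells as 100% inhibition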
# LYP inh 2: blocks human PTPN22 phosphatase activity; recombinant LYP catalytic domain, DiFMUP fluorescence; Q9Y2R2; inhibition, % at 2 µM; actives 0.21% (n = 96,000);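 active = inhibition at 2 µM at or above a set limit, the screen mean plus 3 SD, cut at about 24% in these data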;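 note: 0% = DMSO with enzyme and 100% = enzyme fully blocked by orthovanadate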
# Calb biofilm kill: kills Candida albicans biofilms; C. albicans biofilm + clotrimazole, Alamar Blue; inhibition, % at 6 µM; actives 0.14% (n = 85,000); AID 834;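 active = inhibition above 20%; inactive = inhibition below 20%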;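 note: preformed 24 hr biofilms exposed to compound for 48 hr; 0% = biofilm without compound and 100% = blank killed by clotrimazole plus chlorhexidine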
# * hit, by the source's call; . = not tested or not shown.
SMILES,EphB4 antag,PTPN22 act,Plk1 PBD FP,PLK1 inh,CYP2C9 activ,CYP2C9 inh,HIV Rev-RRE inh,LYP inh 2,Calb biofilm kill
CC(=O)C1=C(C)Nc2ncnn2C1c1cccc(OCc2ccccc2)c1 (stereo not drawn),-5,4,-8,51*,1.1,-13,6,-6,5
O=C(O)CCCNC(=O)c1cncc(O)c1,2,4,-21,-6,1,3,8,-7,.
COc1ccc(Nc2nc(N)nc(C(F)(F)F)n2)c(OC)c1,2,-11,-14,-7,0.7,29,6,15,8
Cc1ccccc1-c1nnc(SCc2ccccc2)o1,-9,1,1,15,0.4,59*,8,-2,7
O=C(CN1C(=O)NC2(CCOc3ccccc32)C1=O)Nc1ccc2c(c1)OCCO2 (stereo not drawn),4,-10,-29,-11,0.5,50*,0,10,6
COc1ccccc1NC(=O)N(C1CCCC1)C1CCN(C(C)=O)CC1,-6,-7,5,0,1.1,-6,-2,6,1
Cc1ccn2c(C(=O)CSc3ccc(Cl)cc3Cl)c(C)nc2c1,-5,4,-16,-19,0.9,11,5,-6,.
COC(=O)c1ccccc1NC(=O)CN(C)S(=O)(=O)c1ccc(OC)cc1,3,-1,-10,-8,1,-3,13,0,3
Cc1nc(OCc2ccccc2)c2sc3nc4c(cc3c2n1)COC(C)(C)C4,5,-1,-10,-9,0.8,20,11,3,0
CCc1cccc(NC2c3ccccc3C(=O)N2c2ccc(C)cn2)c1 (stereo not drawn),2,1,-23,1,0.5,50*,12,-3,12
C[C@@]12CC(=O)NC1N(C(=O)c1cccc(C(F)(F)F)c1)C(c1ccccc1OC(=O)c1cccc(C(F)(F)F)c1)C2 (stereo partly drawn),0,-18,-10,-8,0.1,94*,0,19,6
CC1Cc2ccccc2N1C(=O)CSc1nc(-c2ccco2)cc(C(F)(F)F)n1 (stereo not drawn),-5,3,0,-9,0.9,8,4,-4,3
O=S(=O)(c1cccc2cccnc12)N(CCO)CCO,10,2,-13,-5,1.4,-36,8,-6,7
CS(=O)(=O)N(CCc1ccccc1)CC(=O)NCc1ccco1,13,2,8,-6,0.9,12,8,-5,5
CN1C(=O)CC(n2c(CO)nc3ccccc32)C1=O (stereo not drawn),3,-6,-10,-8,0.7,27,4,9,3

# Given with two lines to a compound: 13 of the compounds above.
# Values in the order – EphB4 antag	PTPN22 act	Plk1 PBD FP	PLK1 inh	CYP2C9 activ	CYP2C9 inh	HIV Rev-RRE inh	LYP inh 2	Calb biofilm kill
- COc1ccc(Nc2nc(N)nc(C(F)(F)F)n2)c(OC)c1
    2	-11	-14	-7	0.7	29	6	15	8
- Cc1ccccc1-c1nnc(SCc2ccccc2)o1
    -9	1	1	15	0.4	59*	8	-2	7
- O=C(CN1C(=O)NC2(CCOc3ccccc32)C1=O)Nc1ccc2c(c1)OCCO2 (stereo not drawn)
    4	-10	-29	-11	0.5	50*	0	10	6
- COc1ccccc1NC(=O)N(C1CCCC1)C1CCN(C(C)=O)CC1
    -6	-7	5	0	1.1	-6	-2	6	1
- Cc1ccn2c(C(=O)CSc3ccc(Cl)cc3Cl)c(C)nc2c1
    -5	4	-16	-19	0.9	11	5	-6	.
- COC(=O)c1ccccc1NC(=O)CN(C)S(=O)(=O)c1ccc(OC)cc1
    3	-1	-10	-8	1	-3	13	0	3
- Cc1nc(OCc2ccccc2)c2sc3nc4c(cc3c2n1)COC(C)(C)C4
    5	-1	-10	-9	0.8	20	11	3	0
- CCc1cccc(NC2c3ccccc3C(=O)N2c2ccc(C)cn2)c1 (stereo not drawn)
    2	1	-23	1	0.5	50*	12	-3	12
- C[C@@]12CC(=O)NC1N(C(=O)c1cccc(C(F)(F)F)c1)C(c1ccccc1OC(=O)c1cccc(C(F)(F)F)c1)C2 (stereo partly drawn)
    0	-18	-10	-8	0.1	94*	0	19	6
- CC1Cc2ccccc2N1C(=O)CSc1nc(-c2ccco2)cc(C(F)(F)F)n1 (stereo not drawn)
    -5	3	0	-9	0.9	8	4	-4	3
- O=S(=O)(c1cccc2cccnc12)N(CCO)CCO
    10	2	-13	-5	1.4	-36	8	-6	7
- CS(=O)(=O)N(CCc1ccccc1)CC(=O)NCc1ccco1
    13	2	8	-6	0.9	12	8	-5	5
- CN1C(=O)CC(n2c(CO)nc3ccccc32)C1=O (stereo not drawn)
    3	-6	-10	-8	0.7	27	4	9	3

# Other entries follow:
SMILES,EphB4 antag,PTPN22 act,Plk1 PBD FP,PLK1 inh,CYP2C9 activ,CYP2C9 inh,HIV Rev-RRE inh,LYP inh 2,Calb biofilm kill
O=C1OCC/C1=C\c1ccccc1O,4,-2,3,-1,1.6,-56,12,3,6
CCCC(=O)Nc1ccc(C(=O)NCCCn2ccnc2)cc1,-4,10,-7,-12,0.6,42,9,-9,8
CCOc1ncccc1C(=O)OCc1cn2cc(Cl)ccc2n1,3,-4,-13,0,0.6,45,3,2,7
O=S(=O)(O/N=C1\CCCc2ccccc21)c1ccc(Cl)cc1,2,0,15,4,1.2,-18,3,-1,2
O=C1C2CCCN2C(c2ccccc2F)N1c1ccc(Cl)cc1 (stereo not drawn),1,-4,5,2,0.9,11,1,2,6
Cc1cc(OCc2ccc(F)cc2)nc(-c2ccccc2O)n1,-2,2,11,1,0.7,35,18,-3,-2
COc1ccccc1CNC(=O)c1ccc(S(=O)(=O)N(C)C)cc1,1,1,-3,-13,0.7,32,2,2,.
CC(NS(=O)(=O)c1ccc(Cl)cc1)C(=O)NCc1ccco1 (stereo not drawn),7,2,-16,1,0.7,31,4,-2,0
CCOC(=O)c1c(NC(=O)Cc2cccs2)sc(C(=O)NC2CCCC2)c1C,-5,1,-20,-17,0.7,29,5,4,7
S=C(Nc1ccccc1)Nc1ccc(OCc2ccc(Cl)cc2Cl)cc1,2,-14,38,0,1,1,3,16,.
COc1ccc(Cn2c(C)c(C)c(C#N)c2NC(=O)Nc2ccccc2)cc1,-8,0,-6,-6,0.8,19,3,-2,9
COc1ccccc1S(=O)(=O)Cc1ccc(C(=O)NCc2cccnc2)o1,-4,12,-2,0,0.7,30,7,-15,9
Cc1onc(-c2ccccc2Cl)c1C(=O)Nc1nnc(-c2cccc([N+](=O)[O-])c2)s1,-3,6,0,37,0.8,20,0,-8,3
CCc1ccccc1N(C(=O)Cn1nnc2ccccc21)C(C(=O)NCCOC)c1ccco1 (stereo not drawn),0,3,-1,-15,0.4,56*,-1,-4,-3
CCOc1ccc(N2C(=O)CC(Sc3nc4ccc(OCC)cc4s3)C2=O)cc1 (stereo not drawn),6,24,-9,-10,.,.,5,-22,.
COC(=O)c1cc(OC)c(OC)cc1NC(=O)CSc1nnnn1Cc1ccccc1,8,-7,-17,-11,0.2,82*,0,4,10
O=C(/C=C/c1ccccc1)NC(NC(=S)Nc1cc(Cl)ccc1Cl)C(Cl)(Cl)Cl (stereo not drawn),2,0,-6,-8,0.1,87*,12,2,.
COC(=O)C1=C(C)NC(=O)C1(NC(=O)CN1CCCC1=O)C(F)(F)F (stereo not drawn),1,-16,-23,-14,.,.,5,16,8
O=C(Nc1ccc2oc(-c3ccccc3F)nc2c1)c1ccc2c(c1)OCCO2,-3,-3,-16,-1,0.5,51*,2,2,.
O=C(O)c1ccc(CSc2nc(-c3ccc(Cl)cc3)cc(C(F)(F)F)n2)cc1,-5,-4,10,-13,0.8,19,2,9,.
CC(=O)NCCC(=O)Nc1cc(F)ccc1C,9,-1,27,-10,1,3,10,4,3
CC1=NN(c2ccccc2)C(=O)/C1=C\N1CC(C)OC(C)C1 (stereo not drawn),7,4,19,1,1,1,2,-1,.
CN(C)S(=O)(=O)c1cccc(C(=O)Nc2cc(Cl)ccc2O)c1,-1,-6,-4,-12,0.3,67*,6,5,-1
CC(=O)NC(CC(=O)Nc1ccc(S(=O)(=O)N2CCCC2)cc1)c1ccccc1 (stereo not drawn),6,1,-2,-10,0.5,52*,10,0,2
COc1cccc(OCCNc2cc(Cl)ccc2[N+](=O)[O-])c1,-10,11,30,-2,0.6,42,7,-7,.
CCOC(=O)N1CC=C2C(C#N)=C(N)C(C#N)(C#N)[C@H](c3ccc(OC(C)C)c(OCC)c3)[C@H]2C1,9,-7,5,-9,0.3,74*,15,6,6
O=C1C(Cl)=C(N2CCCCC2)C(=O)N1c1ccccc1Cl,-3,2,-4,-7,0.7,32,6,2,.
COc1ccccc1C(CCN(Cc1cccs1)C(C)=O)c1ccco1 (stereo not drawn),3,0,-22,-5,0.1,90*,8,-2,6
COCCCn1c(-c2ccsc2)nc2c1c(=O)[nH]c(=O)n2Cc1ccccc1,1,-11,4,-2,0.9,10,5,9,2
Cc1sc2nnn(CC(=O)N3CCN(C(=O)c4ccco4)CC3)c(=O)c2c1C,12,-2,10,-6,.,.,2,-3,.
O=C(Nc1cccnc1)c1ccc(Cl)c(S(=O)(=O)N2CCCCCC2)c1,6,-10,-31,-8,0.1,85*,8,6,8
COC(=O)CSc1nc2ncccc2[nH]1,-1,-2,8,10,1,-3,12,4,5
CN(C)CCN1C(=O)C(O)=C(C(=O)c2cc3ccccc3o2)C1c1ccccn1 (stereo not drawn),4,4,7,-12,0.6,35,9,-2,-2
COc1ccccc1Nc1nc(N)nc(CN2CCc3ccccc3C2)n1,4,0,8,-7,.,.,2,-8,.
O=C(Nc1cccc(-c2nc3ccccc3s2)c1)c1cc(-n2cnnc2)ccc1Cl,-3,0,-18,-9,1,4,6,5,.
O=C(CCS(=O)(=O)c1cccs1)NC1CCCCCC1,9,3,-12,1,1,-1,11,-5,.
Cc1[nH]cnc1CSCCN,2,-2,-11,14,0.3,74*,9,0,7
CC1CC(C)CN(CCCNC(=O)CCNC(=O)Cn2ccc3ccccc3c2=O)C1 (stereo not drawn),-4,0,6,1,1,-1,4,-1,.
Cc1nn(C)cc1/C=C/C(=O)c1ccccc1,6,18,-5,-3,0.9,15,8,-15,.
Cc1cccc(N2CCN(C(=O)C(NS(=O)(=O)c3cccs3)c3ccccc3)CC2)c1C (stereo not drawn),2,-10,-10,-2,1,2,-1,7,0
CCNS(=O)(=O)c1ccc(S(=O)(=O)N(Cc2ccccn2)C2CCCCC2)cc1,-7,-3,-5,-13,1.3,-31,12,1,5
Cc1cc(C)n2nc(/C(C#N)=C/c3ccccc3)c(C#N)c2n1,-6,-5,-6,-11,0.8,18,1,4,.
CCCCn1c(NC(=O)CC)c(C#N)c2nc3ccccc3nc21,2,-2,-26,18,0.6,43,12,1,2
Cc1nnc(SCC(=O)N2CCC(c3noc4ccc(F)cc34)CC2)s1,0,-11,11,-11,0.6,37,6,10,-5
CCC1CCCCN1C(=O)CSc1nnc(-c2ccc3c(c2)OCCO3)o1 (stereo not drawn),1,0,-7,-7,0.2,80*,0,-2,.
